TRPC4 agonist: TRPC4 (mouse) channel activation; Q9QUQ5; HEK293 TRPC4beta/mu-opioid, Fluo4 calcium fluorescence; hits give high values; B-score at 10 µM; 310,000 compounds, 0.49% hits; AID 2237;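 active means B-score above 5 SD of library B-scores, and initial fluorescence ratio not above library mean plus 5 SD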;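 further: positive B-score marks a calcium rise read as TRPC4 activation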
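Assay system – TRPC4beta and mu-opioid receptor HEK293 stable cells · Measured by – Fluo4 fluorescence, kinetic · Schedule – dye loading 45 min room temperature, 110 s kinetic read · Read-out – B-scored integrated calcium fluorescence ratio · Controls – buffer and maximal DAMGO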
MrgX1 agonist: human MrgX1 receptor agonism, primary screen. MrgX1-HEK293 cells, Fluo-4 calcium fluorescence, agonist mode; hits give high values. B-score at 10 µM. 310,000 compounds, 0.44% hits. AID 588627;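 active means calcium response B-score plate-corrected fluorescence ratio at least 3 library SD, with starting fluorescence B-score inside 5 SD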
Target sequence (Q96LB2 whole entry, looked up): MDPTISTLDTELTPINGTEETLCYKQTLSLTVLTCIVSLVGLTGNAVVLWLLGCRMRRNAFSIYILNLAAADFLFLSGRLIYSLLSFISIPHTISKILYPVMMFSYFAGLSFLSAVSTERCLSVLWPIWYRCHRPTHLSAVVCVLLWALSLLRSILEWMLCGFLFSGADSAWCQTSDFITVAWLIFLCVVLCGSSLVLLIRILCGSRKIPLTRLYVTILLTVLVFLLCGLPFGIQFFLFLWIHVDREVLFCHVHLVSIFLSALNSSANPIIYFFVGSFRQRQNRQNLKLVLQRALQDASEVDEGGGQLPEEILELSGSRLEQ
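times = overnight plating, then 30 min 37 °C plus 30 min room-temperature dye loading | assay system = stable human MrgX1 HEK293 cell line | input = fifteen thousand cells per well | signal = kinetic calcium dye fluorescence, Fluo-4 NW | dosing = compound delivered in addition one of three | read-out = B-scored fluorescence response ratio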
TMEM16A inh: inhibitors of mouse TMEM16A calcium-activated chloride channel; HEK293 TMEM16A/YFP iodide influx fluorescence, ionomycin; AID 588511; Q8BHY3; normalized B-score (activity score, 25-100; higher = stronger inhibition) at 10 µM; 310,000 compounds, 1.2% hits;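 active means ratio plate-corrected score three or more library SD toward inhibition, starting fluorescence score within five deviations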;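 further: score derived from kinetic fluorescence span divided by baseline fluorescence per well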
TRPC4 PAM: TRPC4 (mouse) allosteric potentiation. B-score at 10 µM. HEK293 TRPC4beta/mu-opioid, DAMGO EC20, Fluo-4 Ca2+ flux; hits give high values. AID 2227. 310,000 compounds, 0.42% hits;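 active means B-score of calcium response area above 5 SD of library B-scores, with initial fluorescence ratio within 5 SD of library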;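 further: B-score of integrated fluorescence ratio over time as area under calcium response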
MrgX1 antagonist: human MrgX1 receptor antagonism, primary screen; Q96LB2; MRGX1-HEK293 calcium flux, Fluo-4, BAM8-22 antagonism; hits give low values; B-score at 10 µM; 310,000 compounds, 1.3% hits; AID 588676;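 active means calcium-response B-score plate-corrected more than 3 library SD below zero, starting fluorescence within 5 deviations, no agonist response on first addition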;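 further: peak minus trough fluorescence over baseline after final BAM8-22 challenge near maximal dose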
ANO1 activ: mouse TMEM16A channel activation, primary screen; Q8BHY3; B-score at 10 µM; HEK293 TMEM16A/YFP-H148Q/I152L, iodide quench fluorescence; hits give low values; 340,000 compounds, 0.3% hits;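 active means fluorescence-ratio B-score plate-corrected deviation score at least 3 library SD below zero, with starting fluorescence score within 5 deviations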;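 further: channel opened by trigger with iodide after compound preincubation; score built on the fluorescence ratio of max minus min over baseline; more negative score means more quench and so TMEM16A activation or potentiation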
TRPC6 inhibitor: blocks the mouse TRPC6 cation channel; 310,000 compounds, 1.1% hits; B-score at 10 µM; HEK293-TRPC6, membrane potential dye, ACh-evoked depolarization; hits give low values;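 active means B-score under library mean minus 3 SD, initial fluorescence not abnormally high, positive integrated signal ratio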;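 further: B-score derived from integrated fluorescence ratio over the kinetic read; more negative B-score means stronger inhibition of depolarization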
TRPC6 act: activators of mouse TRPC6 channel; Q61143; HEK293-TRPC6 membrane potential dye fluorescence; hits give high values; B-score at 10 µM; 310,000 compounds, 0.13% hits;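 active means B-score of the integrated fluorescence ratio above library mean plus 3 SD, and starting fluorescence ratio within library mean plus 5 SD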;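 further: higher score means more depolarization so channel activation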
SKKanGAS inh: SKKanGAS growth inhibition. 300,000 compounds, 1.3% hits. inhibition, % at 7.5 µM. S. pyogenes SKKanGAS, kanamycin growth, BacTiter-Glo, 6 h;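 active means mean replicate score, as percent of positive control median, at least 50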;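 further: strain carries kanamycin resistance gene driven by streptokinase promoter and grows in 40 µg/ml kanamycin; loss of luminescence reflects streptokinase promoter inhibition or plain growth inhibition; 0% = median of DMSO wells and 100% = positive control at its reference dose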
TRPC4 inh: inhibitors of mouse TRPC4 channel; Q9QUQ5; HEK293 TRPC4beta/mu-opioid, DAMGO-evoked Fluo4 calcium flux; hits give low values; B-score at 10 µM; 300,000 compounds, 0.39% hits; AID 2247;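 active means B-score over 3 SD under the library average, no early fluorescence shift, positive overall ratio signal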
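Assay system – HEK293 line stably carrying TRPC4beta and mu-opioid receptor · Doses – single dose · Detection – Fluo4 calcium-dye fluorescence, kinetic read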
MrgX1 PAM: allosterically activates human MrgX1 receptor signaling; Q96LB2; MrgX1-HEK293, Fluo-4 calcium flux, FDSS; hits give high values; B-score at 10 µM; 310,000 compounds, 0.63% hits; AID 588675;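 active means plate-corrected calcium response at least 3 library SD above typical, normal starting fluorescence, not activating the receptor alone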;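 further: compound read alongside a low EC10 to EC30 dose of BAM8-22 agonist; peak minus trough fluorescence over baseline measured at the second addition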
* hit, by the source's call; i = inactive; nt = no result given.

Compound,TRPC4 agonist,MrgX1 antagonist,MrgX1 PAM,TRPC6 inhibitor,TRPC6 act,MrgX1 agonist,TRPC4 inh,ANO1 activ,TMEM16A inh,TRPC4 PAM,SKKanGAS inh
Cc1ccc(C)c(NC(=S)NNC(=O)c2cc3c(s2)CCC(C)C3)c1 (configuration not stated),i,i,i,i,i,i,i,i,i,i,9
c1cc(-c2nnc(-c3ccncc3)o2)ccn1,i,i,i,i,i,i,i,i,i,i,-2
COC(=O)CSc1nnc(CNc2ccc(F)cc2)o1,i,i,i,i,i,i,i,i,i,i,2
Cc1ccc(N2CCN(S(=O)(=O)N3CCOCC3)CC2)cc1C,i,i,i,i,i,i,i,i,i,i,-5
CC(OC(=O)c1cccn1C)C(=O)Nc1ccc2c(c1)OCO2 (configuration not stated),i,i,i,i,i,i,i,i,i,i,-3
CCN(CC(=O)Nc1ccc(NC(C)=O)cc1)C(=O)Cc1cccc2ccccc12,i,i,i,i,i,i,i,i,i,i,-11
CCOC(=O)c1cnn(-c2ccccc2)c1NC(=O)C(F)(F)C(F)(F)C(F)(F)F,i,i,i,i,i,i,i,i,i,i,2
O=C1CC(c2ccsc2)c2cc3c(cc2N1)OCCO3 (configuration not stated),i,i,i,i,i,i,i,i,i,i,-6
CCOC(=O)c1sc(N(Cc2ccccc2)C(=O)CCl)nc1C,i,i,i,i,i,i,i,i,i,i,-4
CC1CCCCN1c1ccc(N)cc1C(N)=O (configuration not stated),i,i,i,i,i,i,i,i,i,i,-14
CCOc1ccccc1NC(=O)CCc1ccc(C)o1,i,i,i,i,i,i,i,i,i,i,8
Cn1c(=O)c2c(nc(NCc3ccccc3)n2CCCc2ccccc2)n(C)c1=O,i,i,i,i,i,i,i,i,i,i,7
O=C(COc1ccc(Cl)cc1)N1CCN(C(=O)c2cccs2)CC1,i,i,i,i,i,i,i,i,i,i,3
CC(C)(C)c1ccc(C(=O)n2cnc3ccccc32)cc1,i,i,i,i,i,i,i,i,i,i,3
COc1nc(N(C)C)nc(N(C#N)CCOC(C)=O)n1,i,i,i,i,i,i,i,i,i,i,-11
CC(=O)Oc1ccc2ccccc2c1C(NC(=O)Cc1ccccc1)c1ccccc1Cl (configuration not stated),i,i,i,i,i,i,i,i,i,i,8
CN(C)CCn1c(C(=O)O)cc2ccccc21,i,i,i,i,i,i,i,i,i,i,-6
CCc1c(C)nc(SCC(=O)N2CCCCC2CC)[nH]c1=O (configuration not stated),i,i,i,i,i,i,i,i,i,i,1
Cc1cc(NC(=S)NC(=O)c2ccccc2)ccc1-c1cc2ccccc2oc1=O,i,i,i,i,i,i,i,i,i,i,4
CCOc1ccc(C(=O)Nc2ccc3c(c2)OCO3)cc1OCC,i,i,i,i,i,i,i,i,i,i,4
O=C(O)CNC(=S)N(Cc1ccccc1)Cc1cccnc1,i,i,i,i,i,i,i,i,i,i,nt
CCOc1ccc(S(=O)(=O)NCCC(=O)NCC(C)(C)N2CCOCC2)cc1,i,i,i,i,i,i,i,i,i,i,-1
Cc1ccc(NC(=O)NC(=S)NC(=O)c2ccccc2)cc1,i,i,i,i,i,i,i,i,i,i,-5
CCOC(=O)NC(NCC(O)c1ccccc1)(C(F)(F)F)C(F)(F)F (configuration not stated),i,i,i,i,i,i,i,i,i,i,3
CCCCCc1c2c(cc(O)c1C(=O)O)OC(=O)c1c(cc(OC)cc1C(=O)CCCC)O2,i,-7.9*,i,i,i,i,i,i,100*,i,42

Carrying on.
Compound,TRPC4 agonist,MrgX1 antagonist,MrgX1 PAM,TRPC6 inhibitor,TRPC6 act,MrgX1 agonist,TRPC4 inh,ANO1 activ,TMEM16A inh,TRPC4 PAM,SKKanGAS inh
CCn1c(SCC(=O)N(C)c2ccccc2)nc2c([nH]c3ccccc32)c1=O,i,i,i,i,i,i,i,i,i,i,15
COc1ccc(OC)c(S(=O)(=O)N2CCc3ccccc32)c1,i,i,i,i,i,i,i,i,i,i,6
C=CCOC(=O)C1=C(C)Nc2nnnn2C1c1ccc(OC)cc1OC (configuration not stated),i,i,i,i,i,i,i,i,i,i,-4
CCN(CC)S(=O)(=O)c1ccc(Cl)c(C(=O)OCC(=O)c2c(N)n(C)c(=O)n(C)c2=O)c1,i,i,i,i,i,i,i,i,i,i,2
Cc1ccc2nc(-c3ccccc3)cc(C(=O)NCC3CCCO3)c2c1 (configuration not stated),i,i,i,i,i,i,i,i,i,i,-8
CCc1cccc(C)c1NC(=O)Cc1ccsc1,i,i,i,i,i,i,i,i,i,i,1
O=C(c1ccc(Cl)c(S(=O)(=O)N2CCCCC2)c1)N1CCN(Cc2ccccc2)CC1,i,i,i,i,i,i,i,i,i,i,-7
Cc1ccsc1/C=C(\C#N)C(=O)NCc1ccco1,i,i,i,i,i,i,i,i,i,i,-6
C=CCNC(=O)CN(c1ccc(OC)cc1OC)S(C)(=O)=O,i,i,i,i,i,i,i,i,i,i,-5
Cc1ccc(S(=O)(=O)N2CCC(C(=O)N[C@H](C(=O)NC3CCS(=O)(=O)C3)C(C)C)CC2)cc1 (some centres not stated),i,i,i,i,i,i,i,i,i,i,-6
CCN1C(=O)[C@H]2[C@@H](c3ccc(C)cc3)N3C(=O)N(c4ccc(OC)cc4)C(=O)[C@@]3(C)[C@H]2C1=O,i,i,i,i,i,i,i,i,i,i,8
COc1ccc(CNCCNC(=O)c2ccco2)c(OC)c1OC,i,i,i,i,i,i,i,i,i,i,-2
NS(=O)(=O)c1cccc(NC(=O)COc2ccc([N+](=O)[O-])cc2)c1,i,i,i,i,i,i,i,i,i,i,4
Cc1ccc(Sc2ccc(NC(=O)c3ccc(S(C)(=O)=O)cc3Cl)cc2)cc1,i,i,i,i,i,i,i,i,i,i,-1
COc1cc(C)c(C(=O)Oc2cc(C)c(C(=O)O)c(O)c2C)c(O)c1C,i,i,i,i,i,i,i,i,i,i,40
C/C(=N\Nc1ccc(S(N)(=O)=O)cc1[N+](=O)[O-])c1cccs1,i,i,i,i,i,i,i,i,i,i,4
Cc1sc2ncn(CC(=O)Nc3ccccc3F)c(=O)c2c1-c1ccccc1,i,i,i,i,i,i,i,i,i,i,12
c1ccc(CSc2ncn(-c3ccccc3)n2)cc1,i,i,i,i,i,i,i,i,i,i,18
Cc1[nH]c(C)c(S(=O)(=O)N2CCN(c3cccc(Cl)c3)CC2)c1C(=O)N1CCCC1,i,i,i,i,i,i,i,i,i,i,-1
Cc1ccc(-c2cc(N)n(Cc3ccc(Cl)cc3)n2)cc1,i,i,i,i,i,i,i,i,i,i,18
COCc1cc(CN2CCCC(C(=O)c3cccc(C(F)(F)F)c3)C2)ccc1OC (configuration not stated),i,i,i,i,i,i,i,i,i,i,4
CN1C2CCC1/C(=C\c1ccc(F)cc1)C(=O)/C2=C/c1ccc(F)cc1,i,i,7*,i,i,i,i,i,i,i,2
C/C(CC(=O)Nc1cccc(Br)c1)=N\NC(=O)c1ccc(O)cc1O,i,i,i,i,i,i,i,i,i,i,10
O=C(NCCCc1ccccc1)[C@@H]1Cc2ccccc2CN1,i,i,i,i,i,i,i,i,i,i,0
CCC(=O)c1ccc(/C=C/c2nc3ccccc3n2C)o1,i,i,i,i,i,i,i,i,i,i,-5

Additional structures:
Compound,TRPC4 agonist,MrgX1 antagonist,MrgX1 PAM,TRPC6 inhibitor,TRPC6 act,MrgX1 agonist,TRPC4 inh,ANO1 activ,TMEM16A inh,TRPC4 PAM,SKKanGAS inh
Nc1ccc2nc(C3CCCCC3)[nH]c2c1,i,i,i,i,i,i,i,i,i,i,5
COCCn1c(N)c(N(Cc2ccccc2)C(=O)Cc2c(Cl)cccc2Cl)c(=O)[nH]c1=O,i,i,i,i,i,i,i,i,i,i,0
C/C(=N\N=C1\NC(=O)C(CC(=O)Nc2ccccc2F)S1)C1CCCCC1 (configuration not stated),i,i,i,i,i,i,i,i,i,i,-2
O=C(CCNC(=O)c1ccc([N+](=O)[O-])cc1)Nc1nccs1,i,i,i,i,i,i,i,i,i,i,-5
COc1ccc(C(=O)NCCNc2ccc([N+](=O)[O-])cn2)cc1,i,i,i,i,i,i,i,i,i,i,0
COC(=O)c1[nH]c2cc(OC)ccc2c1NC(=O)CN1CCC(C(N)=O)CC1,i,i,i,i,i,i,i,i,i,i,-4
Cc1cc(C)c(/C=C(\C#N)C(N)=S)c(C)c1,i,i,i,i,i,i,i,i,i,i,-8
CCc1ccc(-c2nnn(Cc3nc4ccccc4s3)n2)cc1,i,i,i,i,i,i,i,i,i,i,26
CC(=O)CSc1ncnc2sc3c(c12)CCCC3,i,i,i,i,i,i,i,i,i,i,-1
COc1cc(C(=O)NCCCCc2ccccc2)cc(OC)c1OC,i,i,i,i,i,i,i,i,i,i,-14
CCc1ccc(OCCCC(=O)Nc2ccc(N3CCCCC3)cc2)cc1,i,i,i,i,i,i,i,i,i,i,4
Cc1ccc(-c2cc(C(=O)Nc3ccc(S(=O)(=O)Nc4nc(C)cc(C)n4)cc3)c3ccccc3n2)cc1,i,i,i,i,i,i,i,i,i,i,44
O=C(Nc1nncs1)c1cccc(S(=O)(=O)N2CCc3ccccc32)c1,i,i,i,i,i,i,i,i,i,i,4
Cc1cc(C(=O)O)ccc1-c1ccc(/C=C2\NC(=O)N(Cc3ccccc3Cl)C2=O)o1,i,i,i,i,i,i,i,i,i,i,45
CCc1nn(C)c2c(=O)c(=O)c2n(C)[nH]1,i,i,i,i,i,i,i,i,i,i,-5
CCC(Sc1ncnc2c1nnn2-c1ccc(F)cc1)C(=O)OC (configuration not stated),i,i,i,i,i,i,i,i,i,i,-1
Cc1n[nH]c(C)c1S(=O)(=O)N1CCCC(C(=O)N2CCN(c3ccc(Cl)cc3)CC2)C1 (configuration not stated),nt,i,i,nt,nt,i,nt,i,i,nt,nt
